SIAE inh – human SIAE inhibitors, primary screen, biochemical, fluorescence polarization, FP-Rh probe, 1536-well HTS. 370,000 tested, 0.69% active. SIAE FP-Rh probe binding. Sialate O-acetylesterase (Homo sapiens), Q9HAT2. inhibition, % at 9.66 µM;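 active means inhibition above a cutoff: mean of compounds within the control limits plus 3 SD of those, cut at about 17% in these data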;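 further: 0% = plate median of compound wells and 100% = probe without SIAE protein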
Target sequence (Q9HAT2 whole entry, looked up): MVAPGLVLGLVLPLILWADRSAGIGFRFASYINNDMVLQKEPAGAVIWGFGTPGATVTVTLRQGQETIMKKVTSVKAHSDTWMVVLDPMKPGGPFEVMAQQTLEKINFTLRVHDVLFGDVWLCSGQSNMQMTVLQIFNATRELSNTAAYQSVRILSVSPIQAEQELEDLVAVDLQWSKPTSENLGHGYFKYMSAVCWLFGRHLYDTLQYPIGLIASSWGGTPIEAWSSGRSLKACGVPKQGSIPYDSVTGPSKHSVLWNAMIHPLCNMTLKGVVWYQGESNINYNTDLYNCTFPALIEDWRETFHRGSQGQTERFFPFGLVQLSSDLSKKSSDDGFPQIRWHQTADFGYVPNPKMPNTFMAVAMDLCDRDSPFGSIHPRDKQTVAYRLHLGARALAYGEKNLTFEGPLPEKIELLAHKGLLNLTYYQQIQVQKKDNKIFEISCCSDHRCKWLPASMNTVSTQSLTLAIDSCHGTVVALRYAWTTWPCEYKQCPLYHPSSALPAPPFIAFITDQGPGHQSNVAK
TDP2 inh – human TDP2 enzyme inhibitors, primary screen, biochemical, epi absorbance, recombinant enzyme. AID 720702, 2013. inhibition, % at 12.8 µM. T5PNP hydrolysis, p-nitrophenol absorbance 415 nm. Tyrosyl-DNA phosphodiesterase 2 (Homo sapiens), O95551. 370,000 tested, 0.34% active;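 active means inhibition above the mean of all tested compounds plus 3 SD, set per campaign, cut at about 25% in these data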;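 further: 0% = DMSO with enzyme and 100% = buffer with substrate but no TDP2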
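test system = human TDP2 enzyme | input = TDP2 enzyme at 120 nM final | medium = 50 mM Tris-HCl pH 7.5 with Mg2+, KCl, DTT, BSA | also added = T5PNP substrate, 5 mM | times = 2 h at 37 °C | technique = epi absorbance | benchmarks = high control without enzyme, low control DMSO plus TDP2 | replication = each compound tested once, singlicate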
PLCb3 inh – human PLC-beta3 inhibitors, primary screen, biochemical, fluorescence | 370,000 tested, 0.18% active | AID 720704, 2013 | Purified PLC-beta3, fluorogenic substrate | inhibition, % at 12.2 µM; in the data active means inhibition above about 11%;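 further: 0% = median of compound wells on plate and 100% = full blocker control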
ADAM17 inh – ADAM17 inhibitors, primary screen, biochemical, QFRET. Disintegrin and metalloproteinase domain-containing protein 17 (Homo sapiens), P78536. recombinant ADAM17, EDANS/DABCYL FRET peptide cleavage. inhibition, % at 6.95 µM. 370,000 tested, 0.83% active. AID 720648, 2013;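 active means inhibition above the mean of compounds lying between control limits plus 3 SD, set per campaign, cut at about 8.5% in these data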;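 further: 0% = DMSO-only wells as the low control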
ADAM10 inh – human ADAM10 inhibitors, primary screen, biochemical, QFRET, HTS; Disintegrin and metalloproteinase domain-containing protein 10 (Homo sapiens), O14672; recombinant ADAM10, EDANS/DABCYL FRET peptide cleavage, 3 h; inhibition, % at 7 µM; 370,000 tested, 0.62% active;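 active means inhibition above a per-campaign cutoff equal to the mean of compounds falling between control-based bounds plus 3 SD, cut at about 20% in these data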;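 further: 0% = DMSO wells while the 100% control is not disclosed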
DDE Tn7 FP inh – inhibitors of Tn7 peptide binding to fibrin DD(E), primary screen, biochemical, fluorescence polarization, human fibrin, Tn7 probe | Fibrinogen beta chain (Homo sapiens), P02675 | 370,000 tested, 0.13% active | inhibition, % at 8.3 µM | FP displacement of FITC-Tn7 peptide from fibrin DD(E); 0% = median of compound wells per plate;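 active means inhibition above the mean of compounds falling within the control limits plus 3 SD of them, cut at about 14% in these data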;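 further: 0% = plate median of compound wells and 100% = 10 µM Aha-Tn7 peptide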
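Assay system: human fibrin DD(E). Input: DD(E) 2 µM final. Medium: Tris buffer with calcium and detergent, pH 7.8. Compound dosing: single point at 8.3 µM. Timing: 10 min plus 3 h, room temperature. Technique: fluorescence polarization of the labelled Tn7 tracer. Read-out: percent inhibition. Replicates: singlicate testing.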
PLC-gamma1 inh – PLC-gamma1 enzyme inhibitors, primary screen, biochemical, fluorescence, purified enzyme; fluorogenic substrate; inhibition, % at 12.2 µM; 370,000 tested, 0.84% active; in the data active means inhibition above about 9.5%
Tn6 DDE FP – inhibitors of Tn6 peptide binding to fibrin DD(E), primary screen, biochemical, fluorescence polarization, human fibrin, Tn6 probe; Fibrinogen beta chain (Homo sapiens), P02675; Fibrin DD(E) TRITC-Tn6 fluorescence polarization displacement; inhibition, % at 8.3 µM; 370,000 tested, 0.21% active; AID 720509, 2013;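 active means inhibition above a per-campaign cutoff: mean of compounds within control limits plus 3 SD, cut at about 15% in these data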;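 further: 0% = median of all compound wells on the plate and 100% = blocking peptide control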
ASAP1 GAP inh – inhibitors of human ASAP1 ArfGAP activity, primary screen, biochemical, fluorescence polarization. Arf-GAP with SH3 domain, ANK repeat and PH domain-containing protein 1 (Homo sapiens), …. 360,000 tested, 0.19% active. inhibition, % at 16.5 µM. ASAP1-stimulated ARF1 GTP hydrolysis, GDP FP detection; in the data active means inhibition above about 25%;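 further: 0% = vehicle with enzyme and substrate and 100% = no enzyme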
Target sequence (Q9ULH1 325-724 limits assumed): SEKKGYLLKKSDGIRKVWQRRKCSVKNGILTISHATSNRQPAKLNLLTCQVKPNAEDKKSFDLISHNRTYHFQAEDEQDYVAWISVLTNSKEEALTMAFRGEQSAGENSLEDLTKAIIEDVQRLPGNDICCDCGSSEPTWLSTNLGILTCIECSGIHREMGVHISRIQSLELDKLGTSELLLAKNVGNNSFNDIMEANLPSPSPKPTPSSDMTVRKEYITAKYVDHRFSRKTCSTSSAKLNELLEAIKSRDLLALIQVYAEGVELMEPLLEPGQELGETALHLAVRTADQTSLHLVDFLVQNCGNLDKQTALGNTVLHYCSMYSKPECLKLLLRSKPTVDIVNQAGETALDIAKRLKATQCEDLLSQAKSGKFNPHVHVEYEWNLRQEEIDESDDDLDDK
ARFGAP1 inh – inhibitors of rat ARFGAP1 GAP activity, primary screen, biochemical, fluorescence polarization, GDP tracer | ADP-ribosylation factor GTPase-activating protein 1 (Rattus norvegicus), Q62848 | Arfgap1-stimulated ARF1 GTP hydrolysis, GDP FP detection | inhibition, % at 16.5 µM | 360,000 tested, 0.26% active | AID 651572, 2012;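 active means inhibition above a per-plate limit, mean inhibition of low control wells plus 3 SD, cut at about 25% in these data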;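 further: 0% = DMSO wells with enzyme and 100% = wells lacking Arfgap1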
Target sequence (Q62848 1-136 limits assumed): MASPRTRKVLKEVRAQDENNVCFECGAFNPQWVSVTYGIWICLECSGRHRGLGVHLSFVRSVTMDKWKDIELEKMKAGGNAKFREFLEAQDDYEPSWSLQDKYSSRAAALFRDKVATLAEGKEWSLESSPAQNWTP
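Assay system: purified rat His6-Arfgap1 residues 1-136 (GAP domain); Reagent: human Δ17 ARF1 bound to GTP; Dosing: 16.5 µM single point, 1.26% DMSO; Times: GTP hydrolysis reaction 2 h at 25 °C; Signal: FP, GDP Alexa 633 tracer displaced from anti-GDP antibody, 620/688 nm; Measure: % inhibition from polarization.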
* marks the source's active call; other numbers are inactive results; i = inactive; nt = no result given.

Labels used below: A = SIAE inh; B = TDP2 inh; C = PLCb3 inh; D = ADAM17 inh; E = ADAM10 inh; F = DDE Tn7 FP inh; G = PLC-gamma1 inh; H = Tn6 DDE FP; I = ASAP1 GAP inh; J = ARFGAP1 inh
(1) C=CCCCCCCCCC(=O)NNC1=CC(=O)CC(C)(C)C1
  A: 4; B: -10; C: -7; D: 1; E: -10; F: -8; G: -1; H: -1; I: -2; J: 3

(2) COC(=O)COc1ccc(S(=O)(=O)Nc2ccc(NC(C)=O)cc2)cc1
  A: -6; B: 11; C: 2; D: -1; E: 5; F: 0; G: 1; H: -5; I: 4; J: 9

(3) Cc1ccc(-n2nc3c(=O)n(CCCC(=O)NCC(C)c4ccccc4)nc(C)c3c2C)cc1 (stereo not given)
  A: 2; B: -11; C: 3; D: 0; E: -9; F: 1; G: 3; H: 3; I: 4; J: 3

(4) COc1cccc(-c2cc3c(c4c2ccn4C)C2CCC3C2)c1 (stereo not given)
  A: 3; B: -5; C: -42; D: -4; E: -22; F: 10; G: -26; H: 6; I: -1; J: -7

(5) COc1cc(OC)c(-n2cc(-c3ccc(OC)c(OC)c3)[nH]c2=S)cc1Cl
  A: -14; B: 1; C: -6; D: 2; E: 12; F: -6; G: 1; H: -1; I: -12; J: 7

(6) N#Cc1sc(NCc2ccccn2)nc1Cl
  A: 4; B: 15; C: -3; D: -1; E: 2; F: -3; G: 3; H: 10; I: 1; J: -2

(7) Cc1ccc(NC(=O)C2CC(c3ccc(F)cc3)=NO2)cc1 (stereo not given)
  A: 4; B: -4; C: 2; D: 1; E: 9; F: -3; G: 2; H: 4; I: 0; J: 1

(8) CCOc1ccc(N2C(=O)C3Sc4[nH]c(=O)sc4C(c4ccc(OC)c(OC)c4)C3C2=O)cc1 (stereo not given)
  A: 8; B: -4; C: -14; D: -7; E: -8; F: -4; G: -4; H: 11; I: -4; J: 4

(9) CC(C)[C@@H]1NC(=O)[C@H]2C[C@@]3(c4ccccc4)c4ccccc4N[C@H]3N2C1=O
  A: 4; B: 4; C: -5; D: -2; E: -11; F: 0; G: -1; H: 0; I: nt; J: nt

(10) O=C(NCCCCc1ccccc1)C12CN(Cc3ccccc3)CC1C(c1cccc([N+](=O)[O-])c1)=NO2 (stereo not given)
  A: -2; B: -2; C: 2; D: 1; E: 8; F: 4; G: -1; H: -4; I: 7; J: -12

(11) CC(C)[C@@H](NC(=O)C1CCC(CNC(=O)[C@H](Cc2ccccc2)NC(=O)OC(C)(C)C)CC1)C(=O)O (stereo not given in full)
  A: 4; B: -9; C: -1; D: -4; E: 10; F: 1; G: 2; H: 5; I: -9; J: 14

(12) Cn1c(CC(=O)Nc2ccc(Cl)c(Cl)c2)n[nH]c1=S
  A: -1; B: 12; C: -6; D: 2; E: 8; F: 8; G: -1; H: 0; I: -2; J: -13

(13) COc1ccc(S(=O)(=O)N2CCCC2C(=O)n2nc(C)cc2C)cc1 (stereo not given)
  A: -9; B: -4; C: 3; D: -1; E: 4; F: 1; G: 1; H: 0; I: 2; J: 6

(14) COc1ccc(CN(C(=O)c2ccco2)c2ccc(C)cc2)cc1OC
  A: -10; B: -4; C: 1; D: -2; E: -1; F: -5; G: -2; H: 7; I: 0; J: -10

(15) COc1ccc(-n2nc(C(=O)NCC(=O)N3CCCC(C)C3)c3ccccc3c2=O)cc1 (stereo not given)
  A: 7; B: 11; C: -132; D: 0; E: -5; F: -12; G: -71; H: 4; I: -5; J: -15

(16) COc1cc(OC)cc(C(=O)Nc2ccc(CN3CCCCC3)cc2)c1
  A: 5; B: 6; C: -3; D: -6; E: 2; F: -1; G: 1; H: -8; I: -5; J: 13

(17) O=C(CSc1cccc[n+]1[O-])N1CCCCCC1
  A: -2; B: 7; C: -9; D: -3; E: -2; F: 2; G: 2; H: -3; I: -3; J: -1

(18) O=C(O)CCCCC1SCC2NC(=O)NC21 (stereo not given)
  A: -2; B: 5; C: 2; D: -5; E: -18; F: -4; G: 1; H: -6; I: 3; J: -5

(19) S=c1sc2ccccc2n1CCc1ccncc1
  A: -3; B: -5; C: 2; D: -1; E: -1; F: 0; G: -2; H: -3; I: -4; J: 6

(20) Cc1c(C(=O)N2CCCCC2CCN2CCCC2=O)oc2c(F)cccc12 (stereo not given)
  A: -9; B: -2; C: -1; D: -4; E: -3; F: -8; G: 3; H: -2; I: 4; J: 3

(21) CCOc1ccc(CCN2C(=S)N([C@@H](CC(C)C)CN3CCC[C@@H]3CN3C(=S)NC[C@@H]3CC(C)C)C[C@@H]2Cc2ccc(O)cc2)cc1
  A: -11; B: 2; C: 5; D: 3; E: 8; F: 9; G: 6; H: 5; I: -1; J: 8

(22) C/C(=N\NC(=O)Cc1c(Cl)cccc1Cl)c1cccnc1
  A: 1; B: -6; C: -7; D: -1; E: -9; F: 4; G: 0; H: 0; I: -10; J: 7

(23) O=C(O)CCc1nn2c3ccccc3n(CCO)c2nc1=O
  A: -2; B: 1; C: -315; D: -77; E: -225; F: -5; G: -317; H: -10; I: -2; J: 2

(24) CCOC(=O)C1CCN(Cc2nnc(-c3cccc(Br)c3)o2)CC1
  A: 0; B: 8; C: -7; D: -5; E: -9; F: -3; G: 3; H: 2; I: 6; J: 1

(25) COC(OC)c1ccnc(-c2ccc(OC(=O)c3cccs3)cc2)n1
  A: -8; B: -5; C: -1; D: -1; E: -10; F: -3; G: 1; H: 1; I: 12; J: 4

(26) C=CCCC(=O)NC1CC(C)(C)Cc2c1cnn2-c1ccc(OC)cc1 (stereo not given)
  A: 3; B: 4; C: -1; D: -3; E: 1; F: 10; G: -3; H: 2; I: 13; J: -16

(27) COc1ccc(Cl)cc1S(=O)(=O)N1CCC(C(=O)NCC2CCCO2)CC1 (stereo not given)
  A: 3; B: -2; C: -4; D: 0; E: -4; F: 6; G: -2; H: 6; I: 3; J: -8

(28) COc1ccc([C@H](NC(=O)OC(C)(C)C)C(=O)OC(C)(C)C)cc1
  A: 2; B: 3; C: -1; D: -2; E: -3; F: 4; G: -4; H: 8; I: -4; J: 7

(29) O=C(Nc1cccc(Cl)c1)OCc1ccccn1
  A: 1; B: -6; C: -2; D: -1; E: 1; F: 8; G: -1; H: 3; I: 2; J: 5

(30) CC(C)CCn1c(SCC(=O)OCn2nnc3ccccc3c2=O)nc2ccccc2c1=O
  A: 3; B: 4; C: -3; D: 0; E: 3; F: 6; G: -1; H: -7; I: -8; J: -3

(31) CNCC[C@H](Oc1ccc(C(F)(F)F)cc1)c1ccccc1
  A: 8; B: 2; C: 4; D: -4; E: 2; F: -5; G: 2; H: -1; I: 0; J: -4

(32) CCCN(C(=O)c1nc2nccc(C)n2n1)c1c(N)n(Cc2ccccc2)c(=O)[nH]c1=O
  A: -1; B: 6; C: -2; D: -2; E: 0; F: 2; G: 0; H: 3; I: 6; J: 7

(33) CC(C)(C)c1ccc(C(=O)NCC(=O)OCC(=O)NC(=O)NC2CCCC2)cc1
  A: -5; B: 11; C: -4; D: -6; E: -8; F: 4; G: 3; H: -6; I: -7; J: 7

(34) O=C(c1ccc(S(=O)(=O)Nc2ccccc2F)cc1)N1CCCCCC1
  A: 5; B: 12; C: -6; D: -4; E: -3; F: 0; G: 0; H: -2; I: -7; J: 9

(35) CCC1CCC2(CC1)NC(=O)N(CC(=O)Nc1cc(C)on1)C2=O (stereo not given)
  A: -2; B: -5; C: 2; D: -2; E: -7; F: -3; G: 0; H: 7; I: 7; J: 7

(36) CC1(c2nnc(-c3ccccc3)o2)CC(c2c(Cl)cccc2Cl)=NO1 (stereo not given)
  A: -2; B: 2; C: 0; D: -4; E: -8; F: -1; G: -1; H: -7; I: 1; J: -11

(37) Nc1nccnc1C(=O)OCC(=O)NCCc1ccc(S(N)(=O)=O)cc1
  A: 1; B: -9; C: -393; D: i; E: i; F: -4; G: -386; H: -1; I: 6; J: -1

(38) Cc1c(O)c(CN2CCCC2)cc2c1oc(=O)c1ccccc12
  A: 1; B: 4; C: -84; D: -5; E: -19; F: -1; G: -70; H: 5; I: -11; J: -4

(39) COC(=O)C1=CN(c2ccc3c(c2)OCO3)C(N)=C(C#N)C1c1ccc(-c2ccccc2)cc1 (stereo not given)
  A: 7; B: -2; C: -32; D: -3; E: -14; F: -2; G: -26; H: 6; I: 6; J: -2

(40) CN(CC(=O)Nc1ccc(Cl)c(C(F)(F)F)c1)C(=O)c1cc(=O)c2ccccc2o1
  A: 4; B: 7; C: 4; D: 2; E: -6; F: -6; G: 4; H: -2; I: 5; J: 2

(41) COc1ccc(-n2nnnc2SCc2nc3ccccc3s2)cc1
  A: -11; B: 3; C: -18; D: -2; E: -13; F: -10; G: -15; H: -1; I: -4; J: 9

(42) C[C@H](CO)N1C[C@H](C)[C@@H](CN(C)C(=O)NC2CCCCC2)Oc2c(NS(=O)(=O)c3ccc(F)cc3)cccc2C1=O
  A: -4; B: -16; C: 1; D: 1; E: 6; F: -4; G: 8; H: 5; I: 3; J: -2

(43) CCOc1ccc(NC(=O)C2CC(=O)N(c3ccc4c(c3)OCCO4)C2)cc1OCC (stereo not given)
  A: -1; B: -2; C: -9; D: -1; E: -9; F: 2; G: -2; H: 4; I: -12; J: -7

(44) O=C(COC(=O)CC(c1ccccc1)c1ccccc1)Nc1cccc(F)c1
  A: 4; B: 1; C: 2; D: 5; E: 4; F: 0; G: 3; H: 4; I: 3; J: 1

(45) CCn1cc([N+](=O)[O-])c(C(=O)N2CCOCC2)n1
  A: 3; B: -2; C: -3; D: 0; E: -1; F: 0; G: 2; H: -4; I: -4; J: -3

(46) CC(=O)N1CCN(c2ccc(NCc3ccc(C)cc3)cc2)CC1
  A: 12; B: 9; C: -83; D: -14; E: -45; F: -3; G: -72; H: -4; I: -1; J: -5
